M18AAP inhibitor: PfM18AAP inhibitors, malaria aminopeptidase, primary screen, biochemical, QFRET, recombinant enzyme. M18 aspartyl aminopeptidase (Plasmodium falciparum 3D7). H-Glu-NHMec fluorogenic cleavage. inhibition, % at 7.35 µM. 290,000 compounds, 1.2% hits. AID 1822, 2009;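 active = inhibition above the campaign mean inhibition over all tested compounds plus 3 SD, cut at about 28% in these data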;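 also: 0% = plate median of test compound wells and 100% = 2 mM ZnCl2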
NALP1 yeast inh: NALP1 inflammasome inhibitors in reconstituted yeast, colorimetric, S. cerevisiae, triplicate retest; S. cerevisiae NALP1/ASC/caspase-1 growth, X-gal OD620, 72 h; inhibition, % at 10 µM; 280,000 compounds, 0.61% hits; AID 2071, 2009; in the data active = inhibition mostly above about 24%, no sharp cut-off; inactive = mostly below about 32%; also: some compounds called inactive have numbers as strong as hits
MEKK2wt PB1 HTS: modulators of MEK5 binding to wildtype MEKK2, primary screen, biochemical, multiplex bead flow cytometry, Alexa488-MEK5; Mitogen-activated protein kinase kinase kinase 2 (Homo sapiens), Q9Y2U5; Alexa488-MEK5 binding to MEKK2 WT; actives lie on both sides; binding response (% of control), % at 10 µM; 290,000 compounds, 1.1% hits; AID 1531, 2009; in the data active = binding response below about 67% or above about 130%
V1aR counter: agonists of human V1a receptor, primary screen, counter-screen for OXTR agonist project, fluorescence, CHO-V1R cells. Fluo-8 calcium fluorescence, agonist mode; 0% DMSO, 100% 3 nM vasopressin. Vasopressin V1a receptor (Homo sapiens), P37288. 320,000 compounds, 0.25% hits. activation, % at 3 µM;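 active = activation above the mean activation of all tested compounds plus 3 SD, per screening run, cut at about 20% in these data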;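 also: signal is peak over basal fluorescence ratio across a 100 second FLIPR read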
Target sequence (P37288 whole entry, looked up): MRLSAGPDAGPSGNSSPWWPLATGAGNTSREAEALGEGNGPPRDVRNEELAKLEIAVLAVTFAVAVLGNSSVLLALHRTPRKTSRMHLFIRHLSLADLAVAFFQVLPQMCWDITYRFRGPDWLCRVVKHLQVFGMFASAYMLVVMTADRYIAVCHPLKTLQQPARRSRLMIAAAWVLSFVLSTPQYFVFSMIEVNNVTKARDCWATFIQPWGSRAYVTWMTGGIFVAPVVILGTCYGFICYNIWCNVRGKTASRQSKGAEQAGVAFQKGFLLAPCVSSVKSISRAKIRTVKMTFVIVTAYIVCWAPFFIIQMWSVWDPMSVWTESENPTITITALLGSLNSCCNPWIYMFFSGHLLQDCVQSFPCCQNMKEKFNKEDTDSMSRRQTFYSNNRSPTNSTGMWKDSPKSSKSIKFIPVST
GPR7 antagonist: GPR7 receptor antagonists, primary screen, cell-based, fluorescence, single concentration; GPR7-expressing cells, fluorescence antagonist assay; inhibition, % at 4.4 µM; 290,000 compounds, 1.1% hits; AID 1861, 2009; in the data active = inhibition above about 16%, passing the limit was not always enough;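 also: cells stimulated with the agonist NPW; 0% = agonist with vehicle and 100% = vehicle without agonist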
GalR3 antag: GalR3 antagonists in HEK293 cells, primary screen, cell-based, fluorescence readout; Galanin receptor type 3 (Homo sapiens), O60755; HEK293 GalR3-CNG cAMP membrane potential fluorescence; galR3 body fused to GalR1 C-terminus; inhibition, % at 3 µM; 360,000 compounds, 0.44% hits;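 active = inhibition above the screen-wide average plus 3 SD, cut at about 13% in these data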;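 also: forskolin and galanin both at EC90 stimulate the cells; cAMP rise reported by CNG channel membrane potential dye signal; 0% = forskolin plus galanin with DMSO and 100% = forskolin alone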
OXTR ag: human OXTR agonists, primary screen, fluorescence, CHO-OTR cells, Fluo-8 calcium | Oxytocin receptor (Homo sapiens), P30559 | Fluo-8 calcium fluorescence; normalized: DMSO 0%, oxytocin 100% | activation, % at 3 µM | 320,000 compounds, 0.32% hits | AID 2435, 2010;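 active = activation above the mean of all tested compounds plus 3 SD, cutoff set per screening run, cut at about 20% in these data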;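 also: peak over basal fluorescence ratio from a 100 s FLIPR kinetic read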
Target sequence (P30559 whole entry, looked up): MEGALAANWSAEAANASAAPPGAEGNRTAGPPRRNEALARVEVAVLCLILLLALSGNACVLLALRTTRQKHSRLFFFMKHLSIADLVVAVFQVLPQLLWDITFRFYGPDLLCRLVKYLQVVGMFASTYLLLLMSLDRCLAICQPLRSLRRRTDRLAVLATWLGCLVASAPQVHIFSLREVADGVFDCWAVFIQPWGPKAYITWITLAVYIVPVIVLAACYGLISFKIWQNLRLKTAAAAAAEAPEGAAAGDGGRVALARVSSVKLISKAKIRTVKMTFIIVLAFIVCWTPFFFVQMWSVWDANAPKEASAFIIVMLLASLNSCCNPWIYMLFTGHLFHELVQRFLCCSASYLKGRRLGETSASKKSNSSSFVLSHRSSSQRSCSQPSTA
MEKK2 mut-MEK5: MEK5 binding signal on mutant MEKK2 PB1, primary screen, biochemical, multiplex bead flow cytometry, Alexa488-MEK5. Alexa488-MEK5 binding to MEKK2 mutant. percent response, % at 10 µM. 290,000 compounds, 0.35% hits; in the data active = percent response above about 24%, passing the limit was not always enough; also: inactives centre near 1; some results filed as inactive read as strong as hits
OXTR potentiate: human OXTR potentiators, primary screen, fluorescence, CHO-OTR cells, Fluo-8 calcium | Fluo-8 calcium fluorescence, potentiator mode; 0% = oxytocin EC15, 100% = EC100 | AID 2445, 2010 | 320,000 compounds, 0.061% hits | Oxytocin receptor (Homo sapiens), P30559 | activation, % at 3 µM;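 active = activation above that plate's cutoff, the mean activation of tested compounds plus 3 SD, cut at about 6.6% in these data, passing the limit was not always enough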;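 also: 100% uses oxytocin at 75 nM as the full agonist control; some results filed as inactive read as strong as hits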
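System: human OTR in CHO cells / Also added: sub-maximal oxytocin, roughly EC15 / Control set: EC15 oxytocin low, 75 nM oxytocin high / Schedule: 6 min compound pre-incubation at room temperature, 100 s kinetic read / Compound: single-point 3.0 µM / Replication: singlicate / Technique: Fluo-8 calcium dye fluorescence / Read-out basis: % activation of max/min ratio relative to oxytocin controls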
The depositor's hits bear a star; · = no result given; & = joins results of further samples; [ ] = another dose, or the depositor's remark. This is a random part of the collection. Share with any hit: about 4.1%.

SMILES	M18AAP inhibitor	NALP1 yeast inh	MEKK2wt PB1 HTS	V1aR counter	GPR7 antagonist	GalR3 antag	OXTR ag	MEKK2 mut-MEK5	OXTR potentiate
CN1C(=O)C(C)(C)c2cc(S(=O)(=O)NCc3ccc(C(=O)NCc4ccco4)cc3)ccc21	2	4	96	-0.8	-7	5	-0.3	0	-5
CCN1CCc2c(OCC(=O)N3CCCc4ccccc43)cccc2C1=O	-3	-20	95	1.3	1	5	0.3	-6	-7
COCCC(=O)N1CCC(Oc2ccc(C(=O)N(C)C(C)c3ccon3)cc2)CC1 (configuration not stated)	-2	-2	96	0.3	-9	2	0.6	0	1
CCCCn1nnnc1SCC(=O)c1ccc(C)c(C)c1	-2	15	100	-1.0	-3	-4	-0.9	0	-9
COc1ccccc1C(=O)NC(=O)COC(=O)Cn1cnc2c1c(=O)n(C)c(=O)n2C	·	·	·	0.1	·	-4	-1.1	·	-4
CC(=O)c1cnc2n(c1=O)CCS2	-1	9	98	2.3	-18	0	1.5	1	1
COc1ccccc1C1CC(c2ccco2)=NN1c1ccccc1 (configuration not stated)	6	8	101	1.1	-2	-1	-0.7	-1	0
COc1cc(N)c(Cl)cc1C(=O)OCC(=O)c1ccc2c(c1)NC(=O)CO2	·	·	·	2.3	·	-3	1.2	·	-11
Cc1cc(C)nc(NC2=NCC(=O)N2c2ccccc2Br)n1	2	-23	109	0.6	-15	5	0.7	5	0
O=c1oc2ccccc2cc1-c1nnc(NCc2ccco2)s1	38*	3	88	0.4	-1	3	-0.8	-3	0
O=C(Nc1ccc(OC(F)(F)F)cc1)Nc1cccc([N+](=O)[O-])c1	0	59*	119	11	43*	-6	10	23	-13
CNc1oc(/C=C/c2cccc(OC)c2)nc1C#N	-9	17	110	-1.2	5	·	-1.3	7	-6
CC(=O)c1ccc(NC(=O)C(C)Sc2nnc(-c3ccncc3)n2C2CC2)cc1 (configuration not stated)	·	·	·	1.1	·	-4	0.7	·	-4
CSc1nc2c(c(C(F)(F)F)n1)CC(C)CC2 (configuration not stated)	-2	6	104	0.4	17	-3	5.5	0	-7
Cn1c(NC(=O)c2ccc(Cl)cc2Cl)cc(=O)n(C)c1=O	4	-7	105	2.6	-1	1	0.8	9	-4
O=C(NC1=NCCS1)c1ccccc1F	·	·	·	1.0	·	-3	2.2	·	1
COCCNC(=O)C(c1ccc(C)cc1)N(C(=O)C(=O)NC1CCCC1)c1ccc2c(c1)OCCO2 (configuration not stated)	6	-18	103	-0.7	-11	3	0.7	9	-31
Cc1c(C(N)=O)c(N)c(C(=O)c2ccccc2)n1-c1ccccc1	3	-11	101	0.4	-16	-4	2.3	1	-6
CCC1(CC)C(=O)Nc2ccccc21	·	·	103	0.5	·	3	1.1	3	-1
COc1ccc(CN2C(=O)c3cccnc3C2=O)cc1S(=O)(=O)NCc1ccccc1	0	8	99	2.8	-6	2	1.1	-1	-5
COC(=O)c1ccccc1NC(=O)NC1CCCC1	4	-7	84	-1.4	2	0	-1.6	-12	-1
COc1cccc(NCc2cc(=O)oc3cc(-c4ccccc4)c(O)cc23)c1	1	16	108	3.9	2	-1	2.6	0	-8
COc1ccc(N2CCN(C(=O)Nc3ccccc3Cl)CC2)cc1	0	16	86	2.7	-2	10	1.3	-9	-11
CCC(C)c1ccc(S(=O)(=O)N2CCN(C(C)CC(=O)O)CC2)cc1 (configuration not stated)	-6	-8	101	0.9	-7	0	0.7	0	-8
COc1ccccc1NC(=O)NCc1ccc2c(c1)OCO2	-9	27	105	·	-8	·	·	4	·
CCc1nnc(NC(=O)CSc2nnc(COc3ccc(C)cc3)n2-c2ccccc2)s1	-5	7	102	0.4	-17	-3	0.0	0	-7
CC1(C)CC(=O)C(C=Nc2ccncc2)=C(O)C1	-1	·	-7.0*[inhibitor]	0.5	-2	-10	0.2	-23	-2
COc1ccc(NC(=O)c2cccc(Cn3cc(Br)cn3)c2)cn1	0	40	104	0.4	4	-4	1.1	4	1
CCOC(=O)[C@@H]1[C@H]2COc3ccc(Br)cc3[C@@H]2N2C(=O)N(c3ccc(C)cc3)C(=O)[C@]12C	0	18	91	0.3	-3	-7	-0.5	-7	0
Cc1cccc(CSc2nc3ccccc3c(=O)n2C)c1	·	·	·	1.5	·	-5	0.9	·	-9

Structures above shown as hits in GPR7 antagonist:
molecule,M18AAP inhibitor,NALP1 yeast inh,MEKK2wt PB1 HTS,GPR7 antagonist,GalR3 antag,MEKK2 mut-MEK5,OXTR potentiate
O=C(Nc1ccc(OC(F)(F)F)cc1)Nc1cccc([N+](=O)[O-])c1,0,59*,119,43*,-6,23,-13

Other records.
SMILES	M18AAP inhibitor	NALP1 yeast inh	MEKK2wt PB1 HTS	V1aR counter	GPR7 antagonist	GalR3 antag	OXTR ag	MEKK2 mut-MEK5	OXTR potentiate
O=S(=O)(c1cnc(Cl)c(Cl)c1)N1CCN(c2ncccn2)CC1	1	7	100	0.3	-11	1	-0.5	-1	-6
N#CC1=C(N)NC(SCc2ccccc2)=C(C#N)C12CCCCC2	3	16	·	3.7	-9	-6	6.2	·	-11
Cc1cc(S(=O)(=O)Nc2c(C)nn(C)c2C)c(Cl)cc1Cl	6	9	98	6.7	3	-2	2.0	-4	-9
O=C1COc2ccc(C(=O)CSc3nnnn3-c3ccccc3)cc2N1	-2	-11	106	2.3	-4	1	-1.1	3	-15
O=[N+]([O-])c1ccc(N2CCCCC2)cc1NCCOc1ccccc1	3	19	101	-0.5	1	-2	-1.7	-1	-7
COc1ccc(NC(=O)COc2cccc(-n3cnnn3)c2)cc1	-4	-8	101	1.1	-6	-9	1.2	-2	-5
COc1ccccc1N1CCN(C2CCCN(Cc3c(F)cccc3F)C2)CC1 (configuration not stated)	-2	-3	99	0.6	-1	-13	0.7	5	-3
COc1ccc(CCNC(=O)c2nn(C)c3c2CS(=O)(=O)c2ccccc2-3)cc1OC	2	9	94	1.7	-9	·	0.1	2	1
Cc1cc(C(=O)CSc2n[nH]c(N)n2)c(C)n1-c1cccc(F)c1	-1	2	103	0.9	3	-1	0.7	3	-3
O=C(NC(Cc1ccc(O)cc1)C(=O)O)/C(=C/c1ccccc1)NC(=O)c1ccccc1 (configuration not stated)	-1	21	108	3.4	-2	-3	-0.9	4	-9
COc1cccc(-c2nc(C#N)c(N3CCN(C(=O)c4ccco4)CC3)o2)c1	0	12	101	0.4	-13	1	2.1	-2	-11
CCCc1cc(=O)oc2c(CNc3ccc(OCC)cc3)c(O)ccc12	7	8	103	1.2	7	-10	2.3	4	-9
CCN1CCN(C(=O)CS(=O)(=O)Cc2nc(-c3cccc(OC)c3)oc2C)CC1	5	6	100	1.4	-14	1	1.6	3	-5
CCC(Sc1nc(N)cc(=O)[nH]1)C(=O)Nc1cc(C)on1 (configuration not stated)	-2	-4	100	2.0	1	-3	1.1	-11	-3
COCCNC(=O)CSc1nnc(NC(=O)C2CC(=O)N(c3ccccc3OC)C2)s1 (configuration not stated)	7	-1	109	-0.3	-14	4	0.0	5	-6
CC1(C)Cc2nc3sc(C(N)=O)c(N)c3cc2CO1	6	5	100	1.6	-10	6	-0.4	-1	-6
N#Cc1ccc(C(=O)Nc2ccc(N3CCN(C(=O)c4ccco4)CC3)cc2)c(F)c1	-8	3	92	1.9	-11	-8	2.6	-8	-8
Cc1ccc(-c2nnc(NCc3nc4ccccc4[nH]3)c3ccccc23)cc1S(=O)(=O)N1CCOCC1	7	14	105	0.4	-12	·	-0.3	1	-6
C=C1C[C@]23C[C@@]1(O)CC[C@H]2[C@@]12C=C[C@H](O)[C@@](C)(C(=O)O1)[C@H]2[C@@H]3C(=O)O	·	·	·	0.7&0.4	·	-4&-2	0.4&2.6	·	-1&0
COc1ccc(C(C)NC(=O)CCc2ccccc2)cc1 (configuration not stated)	-6	-31	101	0.1	-21	-5	-0.8	7	-11
CC(=O)N1CCN(C(=O)COC(=O)c2ccc(S(C)(=O)=O)cc2)CC1	·	·	·	1.8	·	1	1.0	·	2
N#Cc1nc(COc2ccc(F)cc2)oc1N1CCCCC1	-5	4	108	-0.7	-7	2	-2.2	3	-5
COC(=O)C1=C(C(=O)OC)[C@@H]2N(C)c3ccc(OC)cc3[C@@]23C[C@@H](C(=O)OC)N(C(=O)NCCBr)C3=N1	·	·	94	-0.4	·	-5	-1.2	-5	0
O=C(CN(Cc1ccco1)Cc1cccs1)N1CCN(S(=O)(=O)c2cccc(F)c2)CC1	·	·	·	2.5	·	-7	1.2	·	-9
Cc1cccc(C)c1NC(=O)CCN1C(=O)C2C3CCC(C3)C2C1=O (configuration not stated)	-2	6	101	0.0	1	-5	0.5	1	0
CC(=O)N1CCN(CCN=CC2=C(O)CC(C)(C)CC2=O)CC1	-2	16	110	-0.1	-2	-4	0.1	13	-2
O=C(COc1ccc(Cl)cc1[N+](=O)[O-])N1CCCCC1	-14	19	99	-0.9	-1	-3	-0.2	-4	-7
COc1ccc(NS(=O)(=O)c2ccc(NC(=O)C(CCSC)NC(N)=O)cc2)cc1 (configuration not stated)	-7	·	113	0.6	5	-3	0.7	13	2
O=c1cc(N2CCCCC2)c(-c2ccccc2)n[nH]1	-2	-16	99	0.3	14	-5	-1.2	-4	-3
CC(C)CC(=O)Nc1ccc(Nc2ccccc2)cc1	-4	13	88	0.5	-4	-1	-0.1	2	-3
COc1ccc(C[C@H]2CN3C(=NC[C@@H]3Cc3ccc(O)cc3)N2CCNC(=O)c2ccc(C)c(Br)c2)cc1	-1	17	247*	0.5	8	-4	-1.4	96*	-7
O=C(c1cnn(-c2nc3ccccc3s2)c1)c1ccccc1O	3	18	106	0.0	2	-1	0.8	3	-8
COC(=O)C1=C(C)N(c2ccc(C(=O)OC)cc2)C(=O)C1	0	24	103	1.4	-11	-2	1.1	0	-3
CNC(=S)N/N=C/c1ccc(-c2ccc(C(=O)O)cc2)o1	18	-6	85	0.2	-11	3	0.1	-7	5
CC(=O)NC(CC(=O)NNC(=O)COc1c(C)cccc1C)c1ccccc1 (configuration not stated)	·	·	·	1.3	·	-1	-0.1	·	-2
Cc1cccc(NC(=S)NCCc2c[nH]c3ccccc23)c1	-24	20	101	0.3	1	-5	2.6	-1	-6
COc1ccc2cc(C#N)c(SCC(=O)N3CCCC3)nc2c1	3	3	101	-0.9	-7	-5	-2.4	1	1
O=C(Nc1ccc(Cl)cc1)N(Cc1nc2ccccc2c(=O)[nH]1)Cc1cccs1	-3	13	104	3.0	-7	-3	-1.6	-1	-4

Bioassay records (PubChem)
